Pol eta inh – inhibitors of human DNA polymerase eta | recombinant Pol eta, fluorescent DNA replication assay | Potency, µM (top dose mostly 114 µM), without a hit: top-dose activity change, negative = inhibition, hits mostly inhibitors | hit rate 1.2% among 390,000 | AID 588591 | Q9Y253; further: potency means the concentration at half of the fitted maximal effect; on the % scale 0 is the no-effect control and ±100 the full control effect
Target sequence (Q9Y253 whole entry, looked up): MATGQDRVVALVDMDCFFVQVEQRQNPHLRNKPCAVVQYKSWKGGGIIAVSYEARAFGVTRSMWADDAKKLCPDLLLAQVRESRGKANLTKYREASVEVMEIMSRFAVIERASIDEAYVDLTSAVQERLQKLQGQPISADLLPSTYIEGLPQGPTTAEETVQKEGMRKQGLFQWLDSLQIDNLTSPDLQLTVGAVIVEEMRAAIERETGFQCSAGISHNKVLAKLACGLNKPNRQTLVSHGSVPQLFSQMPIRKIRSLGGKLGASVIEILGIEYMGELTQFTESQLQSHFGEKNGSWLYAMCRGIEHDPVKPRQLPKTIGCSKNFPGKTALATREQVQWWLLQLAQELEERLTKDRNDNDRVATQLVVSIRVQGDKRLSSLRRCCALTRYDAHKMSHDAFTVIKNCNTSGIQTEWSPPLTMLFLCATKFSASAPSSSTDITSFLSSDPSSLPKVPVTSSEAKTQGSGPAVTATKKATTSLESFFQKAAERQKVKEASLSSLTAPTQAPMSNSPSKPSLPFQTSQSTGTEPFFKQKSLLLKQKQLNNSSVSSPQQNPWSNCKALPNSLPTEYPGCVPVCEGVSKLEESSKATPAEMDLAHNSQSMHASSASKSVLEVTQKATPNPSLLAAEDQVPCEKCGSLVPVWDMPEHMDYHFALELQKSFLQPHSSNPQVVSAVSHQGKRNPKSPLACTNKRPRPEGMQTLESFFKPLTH
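Pol eta (10 nM) was preincubated with compounds for 15 min at room temperature, after which fluorescent replication substrate (50 nM final) was added to start the reaction. Fluorescence was read kinetically at 0 and 10 min.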
Apoferritin bind – binds horse apoferritin like a general anesthetic | P02791 | apoferritin/1-aminoanthracene competitive binding, fluorescence | Potency, µM (doses to about 77.5 µM), for the others: at the highest dose activity change, negative = displacement, hits mostly inhibitors | hit rate 0.074% among 350,000 | AID 485281; further: potency means the concentration at half of the fitted maximal effect; on the % scale 0 is the no-effect control and ±100 the full control effect; nearly all actives have a fitted effect of over 20% in size
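Probe: 1-aminoanthracene (50% saturated, PBS). Protein: horse-spleen apoferritin, 10 uM. Incubation: 10 min, room temperature. Detection: 380 nm excitation, 535 nm emission. Analysis: normalized response, four-parameter Hill.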
GRP78 ERSR act – ER stress response induction in glioma; U87-MG GRP78 promoter luciferase reporter, 16 h; Potency, µM, for inactives: at the top dose activation, usual class: activators; hit rate 0.02% among 420,000; AID 602332; further: potency means the concentration at half of the fitted maximal effect; series mostly up to about 76 µM; % of control where 0% means no effect; nearly all actives have a fitted effect of over 35% in size
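ERSR induction read as luciferase luminescence (Bright-Glo, 10 min at room temperature) in stably transfected human U87-MG glioma cells exposed to compounds for 16 h, using GRP78 as sensor.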
Pol beta inh – inhibitors of human DNA polymerase beta; P06746; Potency, µM (doses to about 114 µM), without a hit: at the highest dose activity change, negative = inhibition, hits mostly inhibitors; hit rate 1.3% among 340,000; AID 485314; Pol beta primer extension/strand displacement, fluorescence kinetic; further: potency means the concentration at half of the fitted maximal effect; on the % scale 0 is the no-effect control and ±100 the full control effect
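Enzyme-only controls used 10 nM Pol beta; buffer lacking enzyme served as negative control. Compound preincubated 15 min, then 50 nM substrate added; 0 and 10 min reads at room temperature.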
POLI inh – blocks human DNA polymerase iota activity. Pol iota fluorescent replication assay, 10 min. Potency, µM (doses to about 115 µM), inactives show at the highest dose activity, negative = inhibition, most hits filed as inhibitors. Q9UNA4. AID 588590. hit rate 1% among 390,000; further: potency means the concentration at half of the fitted maximal effect
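Pol iota at 10 nM preincubated 15 min with compounds at room temperature; reaction started with fluorescent substrate, 50 nM final. Fluorescence read kinetically at 0 and 10 min; buffer-only wells as negative control.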
LDHA inh – blocks human lactate dehydrogenase A. activity change, % (values are at about 110 or 230 µM). AID 1347041. P00338. hit rate 0.15% among 480,000. purified LDHA, NADH/diaphorase-resazurin fluorescence; stronger effect = lower value; in the data active means activity change below about -30%; inconclusive means mostly about -25% to -30%;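 further: plate controls were DMSO wells for no effect and wells without enzyme for full effect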
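LDH5 2 nM; NADH 0.06 mM, pyruvate 0.2 mM; 200 mM Tris pH 7.4, EDTA, Tween-20; 5 min RT. Detection: diaphorase 0.133 mg/mL + resazurin 37 µM, fluorescence ex540/em590 at 0 and 20 min; normalized to enzyme-free and DMSO wells.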
BLM helicase inh – inhibitors of human Bloom syndrome helicase BLM | hit rate 0.2% among 350,000 | Potency, µM (doses to about 56.1 µM), without a hit: top-dose activity change, negative = inhibition, usual class: inhibitors | P54132 | AID 2528 | recombinant BLM DNA unwinding, fluorescence dequenching;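 further: potency means the concentration at half of the fitted maximal effect; plate controls were vehicle for no effect and no enzyme for full effect; nearly all actives have a fitted effect of over 35% in size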
Pol kappa inh – DNA polymerase kappa (human) inhibition; Q9UBT6; purified Pol kappa, fluorescent DNA synthesis assay, 10 min; Potency, µM (highest dose often 107 µM), for the others: top-dose activity, negative = inhibition, usual class: inhibitors; hit rate 0.53% among 400,000; further: potency means the concentration at half of the fitted maximal effect; on the % scale 0 is the no-effect control and ±100 the full control effect
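Kinetic fluorescence readout at 0 and 10 min followed reaction start with substrate at 50 nM final. Beforehand, enzyme (10 nM Pol kappa) stood 15 min with compound at room temperature; buffer-only wells were negative controls.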
APE1 inh – inhibitors of human APE1 endonuclease; recombinant APE1, TAMRA/BHQ-2 abasic DNA cleavage fluorescence; Potency, µM (doses to about 65.8 µM), without a hit: top-dose activity change, negative = inhibition, usual class: inhibitors; hit rate 0.35% among 350,000; AID 2517;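 further: potency means the concentration at half of the fitted maximal effect; plate controls were vehicle for no effect and reference inhibitor for full effect; nearly all actives have a fitted effect of over 55% in size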
Target sequence (P27695 whole entry, looked up): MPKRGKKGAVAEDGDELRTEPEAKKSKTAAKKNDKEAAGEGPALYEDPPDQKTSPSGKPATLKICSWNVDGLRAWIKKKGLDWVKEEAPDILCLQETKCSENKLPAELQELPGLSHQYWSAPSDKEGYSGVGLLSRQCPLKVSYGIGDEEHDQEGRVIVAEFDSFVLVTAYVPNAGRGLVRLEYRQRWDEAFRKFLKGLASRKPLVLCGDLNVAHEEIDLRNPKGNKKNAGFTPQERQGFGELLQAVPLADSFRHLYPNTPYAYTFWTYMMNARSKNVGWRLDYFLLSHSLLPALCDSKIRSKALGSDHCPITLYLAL
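APE1 at 0.75 nM final was preincubated with compound 15 min at room temperature, then 50 nM double-stranded THF abasic-site substrate (5'-TAMRA/3'-BHQ-2) was added. Fluorescence (ex 525/em 598 nm) was read kinetically; third-minus-first read gave activity.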
* marks the source's active call; other numbers are inactive results; ? = inconclusive; / = not tested or not shown; & = joins results of further samples; [ ] = remark or other dose. Unless noted, the call rests on the fitted dose curve; in most records, active means well fitted curve in the direction sought with a large enough effect; inconclusive means small, poorly fitted or top-dose-only effect, or another doubt; inactive means no such curve, though single readings can be large; an effect the other way counts as inactive or inconclusive. Only part of the results is shown. The share of hits here may be higher or lower than overall.

1. COCCNC(=O)CCC(=O)N1Cc2cccc(OC)c2Oc2ncccc21
2. Cc1ccc(-n2nc(CO)c(C(=O)NC(C)CCCc3ccccc3)n2)cc1 (configuration not stated)
3. CCOC(=O)C1=C(C)N(c2ccc(OC)cc2)C(=O)/C1=C\c1ccc(O)c(OCC)c1
4. CCOC(=O)CC1(c2ccc(OC)c(OC)c2)C(=O)c2ccccc2C1=O
5. CC(C)(C)c1ccc(OCc2nc(-c3ccccn3)no2)c(Br)c1
6. CC(C)NC(=O)CC(=O)N/N=C/c1cccs1
screen / no.,1,2,3,4,5,6
Pol eta inh,-20%,-5%,-22%,-19%,-12%,-1%
Apoferritin bind,0%,-2%,-22%,-7%,?,-4%
GRP78 ERSR act,1%,-4%,-1%,1%,9%,-4%
Pol beta inh,11%,17%,-19%,9%,10%,14µM*
POLI inh,47%[activator],19%,29%,62%[activator],4%,25%
LDHA inh,4,-7,15,-3,5,-3
BLM helicase inh,1%,0%,-4%,-5%,-12%,18µM*
Pol kappa inh,-2%,-20%,-1%,2%,-8%,-2%
APE1 inh,/,/,-4%,-6%,-2%,5%

7. COC(=O)C(NC(=O)c1ccccc1)(Nc1nccs1)C(F)(F)F (configuration not stated)
8. CNc1nc(N)c([N+](=O)[O-])c(NCC2CCCO2)n1 (configuration not stated)
9. CCCn1c(C)nc2c(c1=O)c1nc3ccccc3nc1n2CCC1=CCCCC1
10. NCCCNC(=O)Cn1c(=O)c2c3c(sc2n(Cc2ccccc2)c1=O)CCCC3
11. Cc1coc2c(C)c3oc(=O)c(CC(=O)NCCc4ccc(Cl)cc4)c(C)c3cc12
12. COc1ccc(C(=O)OCC(=O)Nc2c(C)cccc2C)c(OC)c1OC
screen / no.,7,8,9,10,11,12
Pol eta inh,-13%,-5%,-16%,-15%,-12%,5%
Apoferritin bind,-9%,-3%,4%,-7%,-5%,8%
GRP78 ERSR act,-1%,-1%,-2%,-6%,-3%,2%
Pol beta inh,1%,-2%,1%,-26%,8%,24%
POLI inh,17%,-25%,8%,24%,-15%,110%[activator]
LDHA inh,-1,1,-2,0,0,-10
BLM helicase inh,-1%,-1%,-3%,-6%,1%,-3%
Pol kappa inh,-7%,15%,-2%,13%,11%,-6%
APE1 inh,0%,21%,-2%,33%,/,6%

13. O=C(NCC1CCCO1)c1nn2c(C(F)(F)F)cc(-c3cccs3)nc2c1Br (configuration not stated)
14. Cc1ccc(C)c(N2CCN(C(=O)c3ccc(Nc4nc5ccccc5n5nnnc45)cc3)CC2)c1
15. CC(C)(C)c1ccc(CN2C(=O)CSC2=O)cc1
16. COc1ccc(NC(=O)c2ccc(NC(=O)N3CCSc4ncccc43)cc2)cc1
17. Cc1cccc(NC(=O)c2oc3ccc(S(=O)(=O)N4CCC5(CC4)OCCO5)cc3c2C)c1C
18. CC(C)(C)OC(=O)NCc1ccc(CNC(=O)c2nc[nH]c2C(=O)NCc2ccc(CNC(=O)OC(C)(C)C)cc2)cc1
screen / no.,13,14,15,16,17,18
Pol eta inh,3%,-18%,-12%,4%,-18%,-19%
Apoferritin bind,-8%,3%,?,-14%,-23%,/
GRP78 ERSR act,-4%,-2%,-4%,-4%,-4%,-4%
Pol beta inh,32%,-20%,?,6%,-12%,/
POLI inh,87%[activator],28%,-17%,-7%,12%,13%
LDHA inh,-9,3,-4,0,2,-1
BLM helicase inh,1%,-6%,-8%,0%,-6%,/
Pol kappa inh,-7%,-1%,-7%,-3%[60.1 µM],-14%[60.1 µM],-20%
APE1 inh,20%,/,10%,/,/,6%

19. O=C(COC(=O)c1ccc(S(=O)(=O)NCc2ccco2)cc1)NC1CCCCCC1
20. CNC(=S)N/N=C1\C(=O)c2cccc3cccc1c23
21. COC(=O)C1(S(=O)(=O)c2cccc3nsnc23)CC1
22. OC(COCC1COc2ccccc2O1)CN1CCN(c2ccccc2F)CC1 (configuration not stated)
23. CC(C)c1nnc(NC(=O)CCC(=O)N2CCN(c3ccc(F)cc3)CC2)s1
24. Cc1ccc(OCCNC(=O)c2cccc(S(=O)(=O)N3CCN(Cc4ccccc4)CC3)c2)cc1
screen / no.,19,20,21,22,23,24
Pol eta inh,?,2%,3%,-25%,-21%,-16%
Apoferritin bind,35µM*,-11%,-16%,-13%,-9%,/
GRP78 ERSR act,-3%,?,-3%,-6%,-3%,1%
Pol beta inh,-24%,14%,4%,18%,3%,/
POLI inh,-7%,17%,26%,6%,61%[activator],-26%
LDHA inh,1,-4,0,-3,0,-9
BLM helicase inh,-7%,-2%,4%,-1%,1%,/
Pol kappa inh,-4%,-25%,4%,-9%,5%,-10%
APE1 inh,-9%,18%,-4%,-5%,33%,/

25. O=C(NCc1ccccc1Cl)c1cc(=O)[nH]c2ccccc12
26. CN(C(=O)c1cccc(NC(=O)Cc2ccc(NC(=O)C3CCCN(C(=O)C4CCCCC4)C3)cc2)c1)C1CCC1 (configuration not stated)
27. Cc1coc2cc3oc(=O)c4c(c3cc12)CCCC4
28. c1ccc(C2=NN(c3ccccc3)C(c3ccco3)C2)cc1 (configuration not stated)
29. COc1ccc(NC(=O)c2cc3nc(-c4ccccc4)cc(C)n3n2)cc1OC
30. Cc1ccc(C(=O)N/N=C\c2ccc(Br)o2)o1
screen / no.,25,26,27,28,29,30
Pol eta inh,-18%,-10%,-9%,-5%,-22%,-1%
Apoferritin bind,-10%,/,-11%,367%[activator],-19%,-6%
GRP78 ERSR act,3%,-2%,-1%,-3%,0%,0%
Pol beta inh,-1%,/,3%,2%,-24%,-1%
POLI inh,14%,2%,13%,29%,10%,-2%
LDHA inh,-7,-7,0,-4,4,-7
BLM helicase inh,-2%,/,-1%,-14%,-8%,-1%
Pol kappa inh,1%,-1%,-10%,-1%,-12%,-10%[60.1 µM]
APE1 inh,22%,/,15%,5%,-4%,-3%

31. CCCCC(=O)Nc1nnc(/C=C/c2ccc(OC)cc2)s1
32. CC(C)CNC(=O)CN(C1CCCCC1)S(=O)(=O)c1ccccc1
33. COc1ccc(CCC2(C)NC(=O)NC2=O)cc1 (configuration not stated)
34. Cc1ccc2c(c1)-c1c(ssc1=S)C(C)(C)N2C(=O)CSC1=NCCS1
35. CCCNc1cc(C)oc(=O)c1C(=O)CCC
36. Cc1ccc[n+](-c2[nH]c(=O)sc2/C=N/N=C(\[O-])c2cccnc2)c1
screen / no.,31,32,33,34,35,36
Pol eta inh,-1%,-7%,-5%,1%,-4%,-10%
Apoferritin bind,7%,-19%,-6%,5%,-14%,5%
GRP78 ERSR act,1%,-6%,-5%,-4%,-1%,-3%
Pol beta inh,?,2%,5%,-14%,-8%,2%
POLI inh,-19%,23%,8%,9%,7%,3%
LDHA inh,-6,-7,0,-17,-1,0
BLM helicase inh,-3%,-2%,1%,-7%,-2%,-5%
Pol kappa inh,-17%,-7%,0%,-6%,-2%,-12%
APE1 inh,6%,0%,-3%,6%,3%,-3%

37. CCOc1ccccc1C(=O)Nc1c(NC)c2ccccc2oc1=O
38. CCn1cc(C(C)NC(=O)Nc2ccccc2C(=O)OC)c(C)n1 (configuration not stated)
39. COc1ccccc1CNC(=O)CN(C)CC(=O)Nc1ccccc1Br
40. NS(=O)(=O)c1cccc(NC(=O)COC(=O)COc2ccc3ccccc3c2)c1
41. CC(C)CNc1nnnc2c1sc1nc(N3CCOCC3)c3c(c12)CCCC3
42. S=C(N/N=C/c1ccccc1Cl)Nc1ccccc1
screen / no.,37,38,39,40,41,42
Pol eta inh,-22%,-14%,-18%,-22%,-14%,-9%
Apoferritin bind,-15%,-2%,/,?,-5%,-19%
GRP78 ERSR act,-3%,0%,-5%,-6%,-1%,7%
Pol beta inh,-20%,?,/,11%,1%,13%
POLI inh,21%,42%[activator],0%,5%,-10%,0%
LDHA inh,2&-5,-6,-3,-3,-4,-6
BLM helicase inh,-1%,3%,/,-8%,-5%,1%
Pol kappa inh,-16%,-3%,-9%,-9%,-1%,-12%
APE1 inh,/,0%,0%,27%,1%,?

Structural class, those above with a Cl atom.
11. Cc1coc2c(C)c3oc(=O)c(CC(=O)NCCc4ccc(Cl)cc4)c(C)c3cc12
25. O=C(NCc1ccccc1Cl)c1cc(=O)[nH]c2ccccc12
42. S=C(N/N=C/c1ccccc1Cl)Nc1ccccc1
screen / no.,11,25,42
Pol eta inh,-12%,-18%,-9%
Apoferritin bind,-5%,-10%,-19%
GRP78 ERSR act,-3%,3%,7%
Pol beta inh,8%,-1%,13%
POLI inh,-15%,14%,0%
LDHA inh,0,-7,-6
BLM helicase inh,1%,-2%,1%
Pol kappa inh,11%,1%,-12%
APE1 inh,/,22%,?

Further compounds follow.
43. C/C=C(\C)C(=O)O[C@@H]([C@H](O)c1cc2ccc(=O)oc2cc1OC)C(C)(C)O
44. CC(OC(=O)c1ccc(S(=O)(=O)N2CCCCC2)cc1)C(=O)NC1CCCCC1C (configuration not stated)
45. O=C(CCN1C(=O)/C(=C/c2ccccc2Cl)SC1=S)Nc1ccccn1
46. CCOC(=O)C1CCN(C(=O)C2CCN(C3=NS(=O)(=O)C(c4ccc(C)c(C)c4)=C3C)CC2)CC1
47. CCN(C[C@H]1N[C@@](C)(C(=O)OC)[C@H]2C(=O)N(C)C(=O)[C@@H]12)S(=O)(=O)c1ccc(C(F)(F)F)cc1
48. Cc1ccc(-c2ccc(C(=O)Nc3cccc(F)c3)o2)c2ccccc12
49. CC1=C(C(N)=O)C(c2cccs2)n2ncnc2N1 (configuration not stated)
screen / no.,43,44,45,46,47,48,49
Pol eta inh,-16%,-4%,-5%,-21%,-9%,-17%,-10%
Apoferritin bind,/,-3%,-1%,?,/,-4%,7%
GRP78 ERSR act,-2%,-4%,-3%,0%,-2%,-4%,-1%
Pol beta inh,/,2%,-16%,0%,/,6%,21%
POLI inh,-19%,3%,-24%,28%,11%,?,16%
LDHA inh,0,-4,-1,-3,0,10,0
BLM helicase inh,/,-9%,-6%,-2%,/,-12%,-1%
Pol kappa inh,4%,0%,0%,3%,14%,0%,2%
APE1 inh,11%,16%,15%,/,7%,1%,16%

Source: PubChem BioAssay
